Screening data: PubChem, National Center for Advancing Translational Sciences (NCATS)
N370S GC mod: N370S glucocerebrosidase modulation, Gaucher chaperone candidate. P04062. N370S GC spleen homogenate, 4MU-glucoside fluorescence. Potency, µM (doses to about 59.4 µM), without a hit: top-dose activity change, negative = inhibition, hits mostly inhibitors. 330,000 compounds, 0.092% hits. AID 2101;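 also: 0% = full enzyme activity and -100% = no enzyme basal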
TDP1 inh: inhibitors of human tyrosyl-DNA phosphodiesterase TDP1 | Potency, µM (highest dose often 130 µM), for the others: at the highest dose activity change, negative = inhibition, most hits filed as inhibitors | AID 485290 | 350,000 compounds, 0.28% hits | recombinant TDP1, AlphaScreen DNA substrate cleavage; also: nearly all actives have a fitted effect of over 40% in size
Target sequence (Q9NUW8 whole entry, looked up): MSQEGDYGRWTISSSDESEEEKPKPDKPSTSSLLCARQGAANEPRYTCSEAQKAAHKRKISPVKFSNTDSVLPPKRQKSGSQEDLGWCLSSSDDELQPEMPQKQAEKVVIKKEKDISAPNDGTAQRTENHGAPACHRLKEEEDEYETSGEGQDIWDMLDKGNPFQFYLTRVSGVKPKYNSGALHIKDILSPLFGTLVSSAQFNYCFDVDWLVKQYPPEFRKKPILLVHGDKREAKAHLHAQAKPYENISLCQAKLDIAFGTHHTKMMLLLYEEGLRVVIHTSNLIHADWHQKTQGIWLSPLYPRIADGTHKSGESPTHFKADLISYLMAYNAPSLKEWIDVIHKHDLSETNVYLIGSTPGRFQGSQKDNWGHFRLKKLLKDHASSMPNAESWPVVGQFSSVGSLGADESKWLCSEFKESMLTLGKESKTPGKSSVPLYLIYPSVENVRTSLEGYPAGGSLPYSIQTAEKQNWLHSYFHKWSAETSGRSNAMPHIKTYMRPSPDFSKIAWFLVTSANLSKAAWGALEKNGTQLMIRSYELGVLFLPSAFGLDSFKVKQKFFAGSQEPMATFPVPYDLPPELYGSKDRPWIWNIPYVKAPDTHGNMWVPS
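Signal: AlphaScreen proximity between streptavidin donor and anti-FITC acceptor beads on intact substrate. Reaction: Tdp1 1 nM, substrate 15 nM final, 5 min RT after 15 min compound preincubation.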
TDP1 cell noCPT: qHTS for Inhibitors of human tyrosyl-DNA phosphodiesterase 1 (TDP1): qHTS in cells in absence of CPT. 420,000 compounds, 15% hits. Potency, µM (titrated, usually from 46.2 µM), for inactives: at the top dose activity change, negative = growth inhibition, most hits filed as inhibitors. AID 686978, 2013. DT40 Tdp1-/- hTDP1 cells, no CPT, ATP luminescence, 48 h; also: nearly all actives have a fitted effect of over 55% in size
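Compound effects on proliferation are scored in DT40 Tdp1-/-;hTDP1 cells in the absence of CPT. ATP levels (CellTiter-Glo luminescence) are recorded after a ≥48 hr, 37 °C incubation.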
* = called active by the depositor; ? = inconclusive; . = not tested or not shown; & = joins results of further samples; [ ] = dose if it differs, or a comment. Calls follow the shape of the dose curve; as a rule, active = well fitted curve in the direction sought with a large enough effect; inconclusive = small, poorly fitted or top-dose-only effect, or another doubt; inactive = no such curve, though single readings can be large; an effect the other way counts as inactive or inconclusive. Unless noted, % is scaled to controls: 0 for no effect and ±100 for the full control effect; potency is read from the fitted curve at half-maximal effect. These rows are one share of the data, so the mix of outcomes need not match the whole.

Below each SMILES – TDP1 cell noCPT, N370S GC mod, TDP1 inh
1: CCc1cccc(C)c1NC(=O)CN1CCCN(Cc2ccccc2Cl)S1(=O)=O
  23µM*, ., 3%
2: O=C(c1cccc(F)c1)N1CCN(Cc2ccc3c(c2)OCO3)CC1
  4%, -14%, .
3: O=C(Nc1ccc(-c2csc(Nc3cccc(C(F)(F)F)c3)n2)cc1)c1ccccc1
  9.2µM*, -9%, 5%
4: COc1ccc(C(CNC(=O)C(C)(C)Oc2ccc(Cl)cc2)N2CCCCC2)cc1 (stereo not drawn)
  ?, -20%, 0%
5: O=C(COC(=O)/C=C/c1ccco1)NC1CCCCC1
  -18%, ., 50µM*
6: COC(=O)Nc1ccc(S(=O)(=O)N2CCCC(C(=O)N3CC(C)OC(C)C3)C2)cc1 (stereo not drawn)
  -22%, 1%, .
7: Nc1cc(C(=O)O)ccc1N1CCCCCC1
  -1%, -17%, 2%
8: CC(NC(=O)c1ccccc1NS(=O)(=O)c1ccc(CCC(=O)O)cc1)c1ccccc1 (stereo not drawn)
  -6%, 1%, 5%
9: O=C1CN(C(=O)COC(=O)CCC(=O)c2ccc(Cl)cc2)c2ccccc2N1
  -9%, ., 1%
10: O=C(CSc1nnc(-c2ccccc2)n1-c1ccccc1)NCc1ccco1
  ?, 3%, ?
11: Cc1c(NC(=O)/C(C#N)=C/c2ccc(-c3cccc(Cl)c3)o2)c(=O)n(-c2ccccc2)n1C
  21µM*, -11%, 4%
12: CCOC(=O)C1=C(N)Oc2cc(O)ccc2C1c1ccc(Br)cc1 (stereo not drawn)
  -14%, 7%, .
13: CSc1ccc([C@H]2CN3CCC[C@H]3c3ccccc32)cc1
  ., -8%, 13%
14: N=c1ncn(CC(O)CO)c2nc(N3CCOCC3)[nH]c12 (stereo not drawn)
  13%, -3%, 7%
15: O=C(c1n[nH]c(=O)c2ccccc12)N1CCN(c2ccc(F)cc2)CC1
  ?, 2%, 2%
16: CCOC(=O)C1CCN(C(=O)COC(=O)CCOc2ccc(C)cc2)CC1
  -12%, 4%, 5%
17: OCCn1c(-c2ccc3c(c2)OCO3)csc1=Nc1ccccc1
  21µM*, 9%, 6%
18: Brc1ccc2nc(CSc3ncn[nH]3)cn2c1
  -13%, 5%, 5%
19: COc1ccccc1OCC(=O)NCCSCc1ccccc1Cl
  18µM*, ?, 5%
20: O=C(Cn1c(=O)oc2ccccc21)Nc1n[nH]c(=S)s1
  -4%, -22%, -4%
21: CC(C)(O)C1CC[C@@]2(C)C3CCC4[C@@]5(C)CCCC(C)(C)C5C(O)C[C@]4(C)[C@]3(C)CC[C@@H]12 (stereo partly drawn)
  -3%, 4%, -9%[56.1 µM]
22: CC(=O)N1N=C(c2ccccc2)OC1(C)CC(=O)Nc1ccccc1 (stereo not drawn)
  -23%, 19%, -3%
23: COc1ccc(S(=O)(=O)Nc2ccc3ccccc3c2)cc1C
  ?, 7%, 1%
24: Cc1c(NC(=O)/C=C/c2cccs2)c(=O)n(-c2ccccc2)n1C
  -5%, 3%, 6%
25: N#CC(C(=O)O)=C1CCCC1
  -19%, 3%, 1%
26: COc1ccc(NC(=O)Cn2c(=O)n(-c3ccc(Cl)cc3)c(=O)c3c(C)c(C(=O)N(C)C)sc32)cc1Cl
  ?, ., -3%
27: N#Cc1ccc2ccn(CC(=O)NC3CCCCC3)c2c1
  -18%, 14%, 6%
28: COc1cc(/C=N/NC(=O)c2cnccn2)ccc1O
  -4%, -7%, 2%
29: Cc1ccnc(N2CCC(C(=O)Nc3ccc4c(c3)OCO4)CC2)n1
  -20%, -14%, 5%
30: c1ccc(CCn2nnnc2C(c2cccs2)N2CCN(Cc3ccc4c(c3)OCO4)CC2)cc1 (stereo not drawn)
  23µM*, -12%, 4%

Next part.
Below each SMILES – TDP1 cell noCPT, N370S GC mod, TDP1 inh
31: COc1ccccc1-c1nnc(SCC(=O)N2CCOCC2)n1-c1ccccc1
  -7%, 4%, -3%
32: COCCN(C(=O)CSc1ncccn1)c1c(N)n(Cc2ccccc2)c(=O)[nH]c1=O
  4%, -13%, 0%
33: C/C(=N\Nc1ccc(Cl)c(C(=O)O)c1)c1ccc(Br)s1
  -20%, -5%, .
34: CC(=O)Nc1ccc(NC(=O)CSc2ncc(C(=O)Nc3ccc(F)cc3)c(=O)n2C)cc1
  21µM*, 11%, -10%
35: C[C@@H](NC(=O)[C@@H]1Cc2ccccc2CN1C(=O)OC(C)(C)C)C(=O)NC1CCCCC1
  -3%, -7%, 6%
36: CCOc1ccc(/C=C/C(=O)c2ccc(-c3ccccc3)cc2)cc1
  ?, 9%, 5%
37: COc1ccc(C(=O)n2cnc(N)n2)cc1
  -13%, 3%, 8%
38: CCOC(=O)c1c(NC(=O)N/N=C/c2ccc(O)c(OC)c2)sc(C(C)=O)c1C
  ., 17%, -1%
39: CC(NC(=O)c1ccc(S(C)(=O)=O)cc1)c1cccc2ccccc12 (stereo not drawn)
  -22%, -2%, 7%
40: Cc1ccc(NC(=O)C2(S(=O)(=O)c3ccc(C)cc3)CC2)cc1
  ?, 4%, -1%
41: CCSc1cnn(-c2ccccc2)c(=O)c1SCC
  -10%, 3%, 5%
42: N#Cc1c(NC(=O)COC(=O)C2CC3C=CC2C3)oc(-c2ccccc2)c1-c1ccccc1 (stereo not drawn)
  -19%, -5%, 10%
43: CC(=O)Nc1cc[n+](CC(=O)c2ccc(Cl)cc2)cc1
  -11%, -6%, 2%
44: CCOC(=O)Cc1ccc(NC(=O)Nc2nnc(N3CCCCC3C)s2)cc1 (stereo not drawn)
  12µM*, ., 3%
45: CCC(C)NS(=O)(=O)c1ccc(NC(=O)C2CCN(C(=O)c3ccco3)CC2)cc1 (stereo not drawn)
  ?, -9%, 1%
46: CCn1c(SCc2nc3ccccc3[nH]2)nnc1-c1ccccc1OC
  -28%, -4%, 2%
47: Cc1ccc(NC(=O)CN(C)C(=O)c2ccc(-n3cncn3)c([N+](=O)[O-])c2)cc1
  0%, 2%, .
48: O=C1C(=O)N(CCN2CCOCC2)C(c2ccccn2)/C1=C(/O)c1ccc(F)cc1 (stereo not drawn)
  23µM*, 1%, 4%
49: CC(=O)c1cc(-c2ccc(F)cc2)n(CCC(=O)Nc2nc3c(C)cccc3s2)c1C
  13µM*, ., -2%
50: CCC1Nc2ncnc(N3CCN(c4ccccc4)CC3)c2N(Cc2ccc(C)cc2)C1=O (stereo not drawn)
  ?, -2%, 2%
51: Cn1ccnc1SCC(=O)Nc1cc(S(=O)(=O)N2CCOCC2)ccc1Cl
  ?, -3%, 5%
52: COc1cc(OC)cc(C(=O)Oc2c(Sc3ccccc3)c(C)nn2C(C)(C)C)c1
  ?, ., 0%
53: COC(=O)c1ccc2c(C)c(C3(O)CCCCC3)[nH]c2c1
  ?, ., 5%
54: O=C(NCc1cccs1)C1CCCN1C(=O)Nc1cccc(Cl)c1 (stereo not drawn)
  2%, 4%, 6%
55: CC(=O)OCC1=C(C(=O)O)N2C(=O)[C@@H](NC(=O)CSc3ccncc3)[C@@H]2SC1
  ., -8%[21.6 µM], -13%[56.1 µM]
56: Cc1cc(N2CCCC2=O)cc(C)c1S(N)(=O)=O
  -2%, 3%, -1%
57: CCOc1cc(/C=C/C(=O)OCC(=O)NCCN2C(=O)CSC2=O)ccc1OCC(C)C
  ?, ., 1%
58: CSc1ccccc1C(=O)Nc1ccccc1C
  6%, 9%, 4%
59: CCN(CC(=O)Nc1c(F)cccc1F)C(=O)c1cccnc1SC
  4%, -1%, 1%
60: O=C(O)CCC(=O)Nc1ccc(Br)c(Cl)c1
  5%, -5%, 8%

New compounds follow:
Below each SMILES – TDP1 cell noCPT, N370S GC mod, TDP1 inh
61: Cc1c(Cl)cccc1NC(=O)C1CCCN(C(=O)c2cnn(-c3ccccc3)c2-n2cccc2)C1 (stereo not drawn)
  ?, ., 3%
62: O=C(CN1C(=O)C(=O)c2ccccc21)OCN1C(=O)c2ccccc2C1=O
  -8%, -7%, -3%
63: Cc1sc(NC(=O)C2CC=CCC2C(=O)O)c(C(=O)OC(C)C)c1C (stereo not drawn)
  -22%, 12%, ?
64: CCN(CC)c1ccc(N2C(=NC(=O)C3CC3)SC3CS(=O)(=O)CC32)cc1 (stereo not drawn)
  19%, 1%, 3%
65: CN(Cc1ccccc1)C(=O)CCn1c(=O)oc2ccccc21
  1%, 2%, 7%
66: COc1ccccc1N1CCN(C(=O)Cn2c(=O)[nH]c3ccsc3c2=O)CC1
  -12%, 3%, 2%
67: Cc1ccc(C(=O)Oc2ccc(N3C(=O)CCC3=O)c(C)c2)cc1
  -13%, 4%, 0%
68: O=C(Cc1ccc(Cl)cc1)NC(=S)Nc1ccccc1N1CCOCC1
  ?, 7%, 1%
69: O=C(NNC(=O)c1ccc(O)c(Cl)c1)c1cccc(S(=O)(=O)N2CCOCC2)c1
  ?, -10%, -10%
70: Cc1ccc(C)c(NC(=O)Nn2cnnc2)c1
  23%, -2%, 1%[56.1 µM]
71: CC1CC(C)CN(CCCNC(=O)CN2C(=O)c3cccnc3Oc3ccccc32)C1 (stereo not drawn)
  -2%, -1%, 2%
72: Cc1ccc(Cl)cc1NC(=O)N1CCC(CN2CCCCCC2)CC1
  ?, ., 6%
73: CC(=O)OC(C(=O)NC1CCCCC1)c1ccc(Cl)cc1 (stereo not drawn)
  -3%, 19%, 4%
74: CCOC(=O)N1CCN(C(=O)c2ccc3c(c2)NC(=O)/C(=C\c2cccc(C)c2)S3)CC1
  13µM*, -26%, 2%
75: CNc1c(NS(=O)(=O)c2ccc(Cl)cc2)c(=O)oc2ccccc12
  -25%, -5%, 0%
76: Clc1ccc(Cn2ncc3c(NCc4ccco4)ncnc32)c(Cl)c1
  ?, 28%, 10%
77: CCCc1ccc2oc(C(=O)N3CCN(C4CCS(=O)(=O)C4)CC3)c(C)c2c1 (stereo not drawn)
  ?, -7%, 5%
78: CCOc1ccccc1N(CC)C(=O)c1cc2c(=O)n(CC)c3ccccc3c2s1
  16µM*, ., 5%
79: COc1ccccc1CNC(=O)Cn1cnnn1
  -4%, 1%, .
80: CN(C)CCCOC(=O)c1sc2ccccc2c1Cl
  3%, 10%, -3%
81: Cc1ccc(NC(=O)c2ccccc2Cl)c(Cl)c1
  -5%, 1%, 2%
82: COc1ccccc1OCC(=O)Nc1ncc(C)s1
  ?, ., 1%
83: COc1cc(/C=C/C(=O)N2CCN(C(=O)/C=C/c3cc(OC)c(OC)c(OC)c3)CC2)cc(OC)c1OC
  -16%, -4%, 12%
84: O=C(O)CN=C(NS(=O)(=O)c1ccc(Cl)cc1)c1ccccc1
  13%, 20%, 3%
85: Cc1cccc(C)c1OC1(c2ccccc2)OC(=O)c2ccccc21 (stereo not drawn)
  ?, -2%, -2%
86: O=C(O)c1n[nH]c2c1CCCC2
  -8%, 6%, 4%
87: CCCC(=O)NNC(=O)CC(=O)Nc1ccccc1C(=O)O
  1%, -1%, 1%
88: O=C(OCc1cccnc1)C1=Cc2ccccc2OC1
  -30%, 6%, 8%
89: COCCOC(=O)C1=C(C)NC(=O)NC1/C=C/c1ccccc1 (stereo not drawn)
  14%, -2%, -3%
90: CC(CNC(=O)C(C)C)NC(=O)C(C)C (stereo not drawn)
  -9%, 11%, 0%

Next results
Below each SMILES – TDP1 cell noCPT, N370S GC mod, TDP1 inh
91: CN(C)S(=O)(=O)c1ccc(/C(O)=C2/C(=O)C(=O)N(Cc3cccnc3)C2c2cccs2)cc1 (stereo not drawn)
  -5%, 1%, .
92: COc1ccc(CNC(=O)Cc2ccc(OC)c(S(=O)(=O)N3CCOCC3)c2)cc1
  -2%, -27%, 3%
93: Cc1cccc(C)c1NC(=O)CN(C)C(=O)c1ccccc1OCc1ccc(F)cc1
  -21%, -25%, .
94: COc1ccc(NC(=O)C2=CC(c3ccco3)=NS(=O)(=O)N2C)cc1
  -29%&-30%, 0%, 0%
